Bioassay records as filed in PubChem.
Jurkat tox 60K – cytotoxic compounds reducing Jurkat cell viability | Jurkat E6.1 viability, ATP luminescence, 48 h | inhibition, % at 4 µM | hit rate 1.2% among 56,000 | AID 463;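 active = inhibition above the mean inhibition of all tested compounds plus 3 SD, cut at about 28% in these data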
S1P3 ag – agonists of human S1P3 receptor; S1P3 NFAT-BLA reporter cells, agonism, FRET ratio; relative to 1 µM S1P, basal subtracted; hit rate 0.1% among 60,000; AID 373; Q99500; activation, % at 4.5 µM;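 active = activation above the screen-wide mean plus 3 SD, cut at about 4.5% in these data, passing the limit was not always enough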; note: some compounds called inactive have numbers as strong as hits
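Material: Human S1P3 NFAT-BLA reporter CHO cells | Incubation: Overnight plating, 4 h compound 37 °C, 2 h substrate RT | Signal: FRET β-lactamase substrate fluorescence, excitation 405 nm, 460/535 nm emission ratio, background-subtracted | Compound: 4.5 µM final, single dose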
M1 antag – antagonists of rat M1 muscarinic receptor. P08482. CHO-M1 cells, Fluo-4 calcium, ACh EC80 antagonist mode; stronger effect = lower value. B-score at 10 µM. hit rate 3.4% among 64,000. AID 628;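 active = calcium fluorescence response, raw or row-and-column corrected B-score, differing from the plate sample mean either way at a set confidence level, mostly lower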
HEK293 NFkB inh – lowers PMA/ionomycin-induced NF-kB signal in HEK293 cells. HEK-293 NF-kB luciferase reporter, luminescence. inhibition, % at 3 µM. hit rate 0.21% among 62,000;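 active = inhibition above the mean of all tested compounds plus 3 SD, cut at about 40% in these data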;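 note: 0% = stimulated DMSO wells and 100% = 10 µM reference inhibitor 5653914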
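System – HEK-293 cells with stable firefly luciferase reporter driven by four HIV NF-kB elements · Doses – one dose, 3 µM · Schedule – 1 h compound pre-incubation, 16 h PMA/ionomycin at 37 °C · Technique – luminescence from luciferase substrate reagent · Measure – percent inhibition normalized per plate to DMSO and reference-inhibitor controls · Replicates – tested once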
TNAP act DEA – human TNAP activation, intermediate phosphate acceptor; purified TNAP, CDP-star luminescence, 100 mM DEA, 30 min; stronger effect = higher value; scale: 0 levamisole-inhibited, 1 vehicle-only enzyme; activation factor at 20 µM; 64,000 tested, under 10 active; AID 813;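 active = activation factor of at least 2 at 20 µM, relative to controls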
Target sequence (P05186 whole entry, looked up): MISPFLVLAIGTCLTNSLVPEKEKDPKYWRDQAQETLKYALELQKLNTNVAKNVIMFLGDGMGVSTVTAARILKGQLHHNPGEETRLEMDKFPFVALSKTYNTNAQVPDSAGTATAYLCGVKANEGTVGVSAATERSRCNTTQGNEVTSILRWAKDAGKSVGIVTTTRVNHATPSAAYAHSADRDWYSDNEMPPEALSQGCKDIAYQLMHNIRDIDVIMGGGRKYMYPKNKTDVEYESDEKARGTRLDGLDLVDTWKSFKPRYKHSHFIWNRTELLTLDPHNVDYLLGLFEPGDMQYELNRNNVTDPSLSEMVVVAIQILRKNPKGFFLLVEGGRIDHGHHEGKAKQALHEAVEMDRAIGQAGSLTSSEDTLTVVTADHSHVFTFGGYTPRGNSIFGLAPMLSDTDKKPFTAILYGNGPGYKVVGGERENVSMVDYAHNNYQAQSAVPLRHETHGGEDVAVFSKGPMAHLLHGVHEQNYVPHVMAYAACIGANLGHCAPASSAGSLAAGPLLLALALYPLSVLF
S1P1 ag pot – activates or potentiates agonism at human S1P1 receptor; S1P1 CRE-bla cells, forskolin, beta-lactamase FRET, potentiator mode; S1P1 agonist co-added at EC20, 2 nM; 100% = saturating reference agonist, 0% = basal; P21453; hit rate 0.57% among 56,000; activation, % at 9.5 µM;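 active = activation above a cutoff set at the mean activation of all tested compounds plus 3 SD, cut at about 54% in these data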;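 note: forskolin at 4 µM as EC80 and the EC20 agonist is SEW2871; 100% = SEW2871 at its EC100 plus forskolin at EC80; some compounds past the cut are filed as inactive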
M1 ag – activates the M1 muscarinic receptor; CHO-M1 cells, Fluo-4 calcium fluorescence, agonist mode; stronger effect = higher value; B-score at 10 µM; hit rate 3% among 64,000; AID 626;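 active = fluorescence rise, raw or as B-score row- and column-corrected plate score, outside the 99.7% band of its plate's samples, either direction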
Ec RNAP inh – inhibitors of Escherichia coli RNA polymerase; P0A8V2; E. coli RNA polymerase, fluorescence transcription assay; inhibition, %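 (tested at 10 µM)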; hit rate 0.2% among 62,000; AID 559; in the data active = inhibition above about 20%;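 note: 0% = enzyme without compound and 100% = no enzyme blank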
D1 mod – allosteric modulators of human D1 dopamine receptor | B-score at 10 µM | hit rate 5.9% among 58,000 | HEK293 D1, CRE-luciferase, dopamine EC30 potentiation; actives deviate in either direction | P21728;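 active = luminescence count or its row- and column-corrected plate score outside the 99.7% band of the plate's sample wells, on either side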
The depositor's hits bear a star; / = not tested or not shown. Compounds were not picked by outcome, and some 12% of all compounds hit somewhere here.

1. N#Cc1ccc2ccn(CC(=O)N3CCCc4ccccc43)c2c1
2. c1ccc(-c2nnc(Cn3c4ccccc4c4nc5ccccc5nc43)o2)cc1
3. CCc1ccc2nc(SCC(=O)N(CC)CC)c(C#N)cc2c1
4. Cc1nn(Cc2ccccc2)c(C)c1NC(=O)CSc1nc2sc3c(c2c(=O)n1C)CCC3
5. Cn1c(=O)cc(SCC(=O)NCCCN2CCOCC2)c2ccccc21
6. CCOC(=O)c1cc(C)n(-c2ccc(OC)c(OC)c2)c1C
7. COc1cc(OC)cc(C(=O)N2CCC(N3CCCCCC3)CC2)c1

| Screen / compound no. | 1 | 2 | 3 | 4 | 5 | 6 | 7 |
| --- | --- | --- | --- | --- | --- | --- | --- |
| Jurkat tox 60K | -8 | -2 | 4 | -1 | 4 | / | / |
| S1P3 ag | -0.7 | -0.3 | -0.4 | -0.4 | -0.9 | -4.7 | -5.0 |
| M1 antag | 0.4 | 0 | 1.1 | -0.58 | -0.38 | -0.94 | -0.01 |
| HEK293 NFkB inh | 7 | -18 | 0 | 16 | 12 | / | / |
| TNAP act DEA | 0.9 | 1 | 0.9 | 0.9 | 1 | 0.9 | 1 |
| S1P1 ag pot | 19 | / | -22 | -5 | -8 | -4 | -5 |
| M1 ag | -0.0002 | 0 | -0.84 | 1.9 | -0.31 | 0.61 | -0.7 |
| Ec RNAP inh | 1 | -5 | 6 | 6 | 4 | 7 | -12 |
| D1 mod | -0.058 | 0.5 | 3.1* | -0.63 | -0.24 | / | / |

Three entries from above, field by field.
6: CCOC(=O)c1cc(C)n(-c2ccc(OC)c(OC)c2)c1C
  Jurkat tox 60K: /
  S1P3 ag: -4.7
  M1 antag: -0.94
  HEK293 NFkB inh: /
  TNAP act DEA: 0.9
  S1P1 ag pot: -4
  M1 ag: 0.61
  Ec RNAP inh: 7
  D1 mod: /

1: N#Cc1ccc2ccn(CC(=O)N3CCCc4ccccc43)c2c1
  Jurkat tox 60K: -8
  S1P3 ag: -0.7
  M1 antag: 0.4
  HEK293 NFkB inh: 7
  TNAP act DEA: 0.9
  S1P1 ag pot: 19
  M1 ag: -0.0002
  Ec RNAP inh: 1
  D1 mod: -0.058

5: Cn1c(=O)cc(SCC(=O)NCCCN2CCOCC2)c2ccccc21
  Jurkat tox 60K: 4
  S1P3 ag: -0.9
  M1 antag: -0.38
  HEK293 NFkB inh: 12
  TNAP act DEA: 1
  S1P1 ag pot: -8
  M1 ag: -0.31
  Ec RNAP inh: 4
  D1 mod: -0.24

One compound at a time, from the list above. Screens in order: Jurkat tox 60K | S1P3 ag | M1 antag | HEK293 NFkB inh | TNAP act DEA | S1P1 ag pot | M1 ag | Ec RNAP inh | D1 mod
COc1cc(OC)cc(C(=O)N2CCC(N3CCCCCC3)CC2)c1 is listed with / | -5.0 | -0.01 | / | 1 | -5 | -0.7 | -12 | /
Cn1c(=O)cc(SCC(=O)NCCCN2CCOCC2)c2ccccc21 is listed with 4 | -0.9 | -0.38 | 12 | 1 | -8 | -0.31 | 4 | -0.24
